mouse EphA4 binding: EphA4 ligand-binding antagonists – biochemical, colorimetric, mouse EphA4, primary screen (AID 689) | hit rate 0.1% among 62,000 | EphA4-AP binding to KYL peptide, pNPP A405; higher % means a stronger effect | inhibition, % at 10 µM, or IC50 in µM where a hit was titrated; in the data active = a potency from the dose series; inactive = the rest, 99 in 100 with inhibition below about 22%
The depositor's hits bear a star; & = joins results of further samples.

SMILES | mouse EphA4 binding
CC(=O)Nc1ccc(C(=O)NCc2ccccn2)cc1 | -12%
N#CC1=C(N)Oc2ccc3ccc(O)cc3c2C1c1cccnc1 (stereo unspecified) | -4%
Cn1ccnc1SCC(=O)Nc1cccc(C(F)(F)F)c1 | -11%
Cc1cccc(OCc2nnc(SCC(=O)Nc3ccc(C)c(Cl)c3)o2)c1 | -4%
O=[N+]([O-])c1ccc(Cl)cc1NCCc1ccccc1 | 12%
N#Cc1c(-c2ccco2)cc(-c2cccnc2)nc1N | 4%
Cc1ccccc1-n1c(SC(C)C(N)=O)nnc1-c1cccnc1 (stereo unspecified) | 6%
Cc1cccc(OCCNC(=O)c2cc(-n3cnnc3)ccc2Cl)c1 | 2%
CCN(CC)CCN1C(=O)c2ccccc2NC1c1cccc(F)c1 (stereo unspecified) | -9%&-6%
C/C(NCCc1ccccc1)=C(/C#N)C(N)=O | 9%
CCOC(=O)N1CCC2(CC1)C(C#N)=C(N)OC1=C2C(=O)CC(C)(C)C1 | -14%
COc1ccc(NC(=O)CSc2nnc(CNC(=O)c3ccco3)n2-c2ccccc2OC)cc1 | 6%

The list goes on; the last 7 above are carried over.
SMILES | mouse EphA4 binding
N#Cc1c(-c2ccco2)cc(-c2cccnc2)nc1N | 4%
Cc1ccccc1-n1c(SC(C)C(N)=O)nnc1-c1cccnc1 (stereo unspecified) | 6%
Cc1cccc(OCCNC(=O)c2cc(-n3cnnc3)ccc2Cl)c1 | 2%
CCN(CC)CCN1C(=O)c2ccccc2NC1c1cccc(F)c1 (stereo unspecified) | -9%&-6%
C/C(NCCc1ccccc1)=C(/C#N)C(N)=O | 9%
CCOC(=O)N1CCC2(CC1)C(C#N)=C(N)OC1=C2C(=O)CC(C)(C)C1 | -14%
COc1ccc(NC(=O)CSc2nnc(CNC(=O)c3ccco3)n2-c2ccccc2OC)cc1 | 6%
O=C(c1ccccc1)c1cccn1CC(=O)N1CCN(c2ccccc2)CC1 | -4%
CCC(C)(C)n1nnnc1C(c1ccc(C)cc1)N1CCSCC1 (stereo unspecified) | 8%
Cn1c(COc2nnc(-c3ccc(Cl)cc3)c3ccccc23)nc2ccccc21 | 14%
COc1ccc(CN2C(=O)C3C4C=CC(C4)C3C2=O)cc1 (stereo unspecified) | -19%
COC(=O)c1ccc(CSc2nc3scc(-c4cccs4)c3c(=O)[nH]2)o1 | 10%
O=C1CC(N2CCC(c3nc4ccccc4o3)CC2)C(=O)N1c1cc(Cl)cc(Cl)c1 (stereo unspecified) | 5%
COc1ccc(S(=O)(=O)N(CC(=O)O)c2ccc(C)cc2)cc1 | -6%
CCCc1nnc(SCC(=O)N2CCCCC2C)n1CCCOC (stereo unspecified) | -12%
CC(=O)N1CCN(C(=O)CC2OC(=O)c3ccccc32)CC1 (stereo unspecified) | 14%
CCNC(=O)NC(=O)C(C)Sc1nc2ccccc2n1CC(C)C (stereo unspecified) | -1%
CC1CCN(CCCCOc2ccc([N+](=O)[O-])cc2)CC1 | -7%
CCOC(=O)C1CCCN(c2c(Nc3cccc(C)c3)c(=O)c2=O)C1 (stereo unspecified) | 8%
N/C(=N\OC(=O)COc1ccccc1)c1ccc(Br)cc1 | -1%
COc1ccc(CCN(C(=O)c2ccccc2)C2=CC3CCC(C2)N3C)cc1OC (stereo unspecified) | -4%
COc1ccc2cc(CN(C(=O)Nc3ccccc3OC)C3CCCC3)c(=O)[nH]c2c1 | 2%
COc1ccc(S(=O)(=O)NCCSCc2ccccc2C)cc1Br | -10%
Cc1ccc(C(=O)COC(=O)CNS(=O)(=O)c2ccccc2)cc1[N+](=O)[O-] | -3%
CC(=O)c1c(C)c2c(n1CCN(C)C)CCCC2 | 2%
COc1ccccc1NC(=O)Oc1ccc(C(C)=O)cc1 | -5%
CCCc1nc2sc3c(SCC(=O)NCc4ccco4)ncnc3c2c2c1CCC2 | 8%
CCS(=O)(=O)c1ccc2c(c1)N(S(C)(=O)=O)CC(C(=O)NCCOC)O2 (stereo unspecified) | -5%
O=C(NNC(=O)c1cc2cc3ccccc3nc2s1)c1cccc(Cl)c1 | -2%
CC(C)C1=NN2C(=N)CC(=O)N=C2S1 | 5%
CSC1=NCCN1C(=O)Cc1ccc(Cl)cc1 | -7%

No new results follow: 4 of the compounds above.
SMILES | mouse EphA4 binding
N/C(=N\OC(=O)COc1ccccc1)c1ccc(Br)cc1 | -1%
COc1ccc(CCN(C(=O)c2ccccc2)C2=CC3CCC(C2)N3C)cc1OC (stereo unspecified) | -4%
COc1ccc2cc(CN(C(=O)Nc3ccccc3OC)C3CCCC3)c(=O)[nH]c2c1 | 2%
COc1ccc(S(=O)(=O)NCCSCc2ccccc2C)cc1Br | -10%

Going on with the list.
SMILES | mouse EphA4 binding
O=[N+]([O-])c1cc(C(F)(F)F)ccc1N1CCN(S(=O)(=O)c2ccc3ccccc3c2)CC1 | -4%
CCc1ccc(-c2cc(C(=O)NCc3ccco3)c3ccccc3n2)s1 | 24%
Cc1ccc(/C=C2\Sc3ccccc3C2=O)s1 | 18%
CCSc1nc(N2CCOCC2)c2c(c1C#N)CCCC2 | -2%
Cc1ccc(C)c(NC(=O)C2CC3c4ccccc4C2c2ccccc23)c1 (stereo unspecified) | -19%
O=C(NC1CCCCCC1)C1c2ccccc2C(=O)N1Cc1ccco1 (stereo unspecified) | 2%
Cc1cc(C)n(CCn2nc(C)cc2C)n1 | -11%
O=C(O)CCCC(=O)Nc1cccc(-c2nc3ccccc3[nH]2)c1 | -3%
COc1cccc(C2C3=C(CC(C)(C)CC3=O)OC3=C2C(=O)CC(C)(C)C3)c1OCC(=O)O | 16%
CC(=O)N/C(=C/c1ccc(Cl)cc1)C(=O)NCCc1c[nH]c2ccccc12 | -16%
Cc1nc2sccn2c1-c1csc(NCc2ccccc2)n1 | 0%
CCCCC(=O)Nc1ccc(NC(=O)C(C)C)cn1 | 0%
COC(=O)CSc1nnc(CNc2ccc(OC)cc2)n1C | 5%
Nc1nnc(-c2ccc(F)cc2)s1 | 1%
CCn1cnc2cc(NCc3ccc(OC)cc3)ccc21 | -4%
O=C(CSc1ccc2nnc(-c3cccc(F)c3)n2n1)NCC1CCCO1 (stereo unspecified) | -8%
CSc1sc(C(=O)O)c(C)c1C(C)=O | -11%
CN(C)c1ccc(/C=N/NC(=S)NCc2ccccc2)cc1 | -17%
COc1ccccc1-n1c(SCC(=O)NC(C)(C)C)nc(O)c(Cc2ccccc2)c1=O | -5%
CCS(=O)(=O)NCC(c1cccnc1)N1CCN(c2ccccc2F)CC1 (stereo unspecified) | -11%
Cc1cc(C)nc(NS(=O)(=O)c2ccc(N/C=C\C(=O)c3ccc(Cl)cc3)cc2)n1 | 5%&-8%
CCCN(CCC)C(=O)c1ccccc1[N+](=O)[O-] | 6%
CC1CC(C)CN(S(=O)(=O)c2ccc(C(=O)Nc3nnc(-c4cccs4)o3)cc2)C1 (stereo unspecified) | -6%
Nc1c(C(=O)O)nnn1Cc1ccccc1 | -14%
O=C(O)c1cccc(NC2=C(Cl)C(=O)N(c3ccc(Cl)cc3)C2=O)c1 | -6%
Cc1nn(C(C)C(=O)N2CCCCC2)c(=O)c2c1sc1ccccc12 (stereo unspecified) | 6%
CCC1CCCCN1C(=O)CSc1nnc(-c2ccc3c(c2)OCCO3)o1 (stereo unspecified) | 0%
O=C(COC(=O)c1ccccn1)NCCCc1ccccc1 | -7%
CCc1ccc(/C=C\C(=O)N2CCc3ccccc3C2)cc1 | -4%
CNC(=O)c1ccc(-c2ccc(OC)cc2)s1 | -4%
O=C(CCn1c(=O)[nH]c2ccsc2c1=O)N1CCN(c2cccc(Cl)c2)CC1 | -1%
O=C(NCCc1ccc(Cl)cc1)C1CCN(S(=O)(=O)c2ccc(-n3cnnn3)cc2)CC1 | -21%
CCOC(=O)C1=C(C)N=c2s/c(=C\c3ccc(OC(C)=O)c(OCC)c3)c(=O)n2C1/C=C/c1ccccc1 (stereo unspecified) | 18%
O=C1NCCCC1C(=O)N1CCN(C(=O)c2ccco2)CC1 (stereo unspecified) | -12%
CCCN1CCCc2ccccc21 | -2%
COc1ccc2occ(C(C)=O)c2c1 | -12%
COc1ccc(C2=NOC(C(=O)Nc3cc(C)nn3-c3ccccc3)C2)cc1OC (stereo unspecified) | -11%
CC(=O)N(CCO)Cc1cc2cc(C)cc(C)c2[nH]c1=O | -10%
CCn1c2ccccc2c2cc(/C=N/NC(=O)c3cccc(C)c3)ccc21 | 19%
CCOc1cccc(SCc2noc(C(=O)NCC3CCCO3)c2C(=O)O)c1 (stereo unspecified) | -4%
COc1cc(S(=O)(=O)N2CCOCC2)cc(C(=O)c2nccn2C)c1OC | -1%
COc1ccc(/C=C/C(=O)NC(=S)Nc2ccc(C(C)=O)cc2)cc1OC | -6%
COc1ccc2c(c1OC)C(=O)OC2CC(=O)c1ccc(O)cc1 (stereo unspecified) | 3%
CN(C)C=Nc1c(Br)cc(Br)c2nonc12 | 2%
CC(C)C1=Nc2cccc3cccc(c23)N1 | -6%
O=C(CSc1nnc(-c2cccs2)n1-c1ccccc1)N1CCCC1 | -2%
COc1cc(OC)cc(-c2nnc(SCc3c(F)cccc3Cl)o2)c1 | -4%
Cc1ccc(C(=O)Nc2nc3ccccc3c(=O)s2)cc1 | -17%
CC(=O)Nc1ccccc1NC(=O)/C=C/c1ccccc1 | -1%
Cc1cccc(-n2nnnc2SC(C)C(=O)NCCC2=CCCCC2)c1 (stereo unspecified) | -1%
Nn1c(SCC(=O)Nc2ccc3c(c2)OCO3)nnc1-c1ccccc1 | -4%
Nc1c(C(=O)NCCN2CCOCC2)c2nc3ccccc3nc2n1-c1cccc(F)c1 | -6%
CCOc1ccc(C(=O)N2CCN(c3ccc([N+](=O)[O-])cc3)CC2)cc1Cl | 5%
Cc1nc2c(C(=O)NCc3ccc4c(c3)OCO4)cnn2c(C)c1Cc1ccc(F)cc1Cl | -4%
O=C1CC(c2cc(Br)ccc2F)c2cc3c(cc2N1)CCC3 (stereo unspecified) | -7%
O=C(OCC1CC(c2ccccn2)=NO1)c1ccc(Br)cc1 (stereo unspecified) | 4%
COc1ccc(NC(=O)c2ccc(CNc3c(NC4CCCCC4)c(=O)c3=O)cc2)cc1OC | 8%
Cn1cnnc1SCC(=O)Nc1ccccc1C(=O)NC1CCCC1 | 11%
O=C(Nc1ccccc1)NC1(C(=O)N2CCN(C(=O)c3ccco3)CC2)CCCCC1 | 0%
CCOC(=O)Cn1c(-c2ccccn2)nc2ccccc21 | -10%

Next structures follow.
SMILES | mouse EphA4 binding
COc1ccc(Br)cc1CN1CCCC(C(=O)N2CCCCCC2)C1 (stereo unspecified) | -9%
c1ccc2c(c1)oc1c(Nc3ccc4c(c3)OCO4)ncnc12 | 0%
C=CCn1c(SCC(N)=O)nnc1-c1cccc(Br)c1 | -8%
O=C1CCCc2c1cc(C(=O)NCc1ccco1)c(=O)n2-c1ccccc1 | 3%
COc1ccc(CCNC(=O)COC(=O)c2ccco2)cc1OC | -18%
CCc1ccc(NC(=O)N(Cc2ccco2)C(C)c2cccs2)cc1 (stereo unspecified) | -3%
COc1ccc(CCNC(=O)c2cc(CC(C)C)on2)cc1OC | 5%
Cc1ccc2[nH]cc(C(=O)CN3CCN(c4ccccc4F)CC3)c2c1 | 1%
O=C(NCc1cccnc1)c1cc2ccccc2oc1=O | -2%
O=C(COc1c(F)c(F)cc(F)c1F)NC(=O)NC1CCCC1 | -5%
CCC(c1nnnn1Cc1ccc(F)cc1)N1CCN(C2CCCCC2)CC1 (stereo unspecified) | -7%
Cc1cc(C)c(S(=O)(=O)Nc2ccc(O)cc2)c(C)c1 | -3%
Cc1ccccc1C(=O)N1CCN(c2ccc([N+](=O)[O-])c(N3CCOCC3)c2)CC1 | -2%
Cc1ccc(NC(=O)C(=S)NCc2ccco2)cc1 | -9%
COc1cccc(-n2c(SCC(=O)NC(C)(C)C)nnc2-c2ccoc2C)c1 | -19%
CCCCOc1cc(C)nc(NCc2ccccc2)n1 | 0%
Cc1cccc(Cn2cnc3c(NS(C)(=O)=O)c(C)c(C)cc32)c1 | -3%
Cc1cc(C)cc(OCC(=O)OCC(=O)NCc2ccco2)c1 | 2%
COC(=O)c1ccc2c(c1)N(C)C(=O)CS2 | -18%
Cc1nnc(C)n1/N=C/c1ccc(O)c(O)c1 | 11%
O=C(Oc1cccc2c(=O)[nH]ccc12)c1ccccc1 | -8%
CCC(C)N1C(=O)CCC1C(=O)N1CCN(c2ccccc2F)CC1 (stereo unspecified) | 0%
COC(=O)CSc1nc2cc(OC)ccc2cc1C#N | -6%
N#Cc1ccc(-c2csc(NNC(=O)c3ccc(Br)cc3)n2)cc1 | -2%
Cc1nnc(N)nc1C | -10%
CCOc1ccc2nc(NC(=O)CSc3nc4c(c(=O)n(C)c(=O)n4C)n3CC)sc2c1 | 9%
CCN(CC)CCN1C(=O)C(O)=C(C(=O)c2cc3ccccc3o2)C1c1cccnc1 (stereo unspecified) | 2%
Cc1ccc(OCCn2ccc(=O)[nH]c2=O)cc1C | 8%
CN(C)/C=C(/C(=O)c1ccc(Cl)cc1)S(=O)(=O)c1ccc(Cl)cc1 | -15%
CCc1cc(=O)oc2cc(OC(C)=O)ccc12 | -4%
CCc1cc2c(Sc3nc4ccccc4s3)ncnc2s1 | 2%
COc1ccc(OC)c(CCNC(=O)Cn2sc3nc(C)cc(C)c3c2=O)c1 | 7%
O=S1(=O)CCN2C=Nc3sc4c(c3C2=N1)CCCC4 | -10%
O=C(O)CC(O)C(=O)O (stereo unspecified) | 0%

From PubChem BioAssay

Not all compounds are listed (hit frequency here may not be typical).
